Screening data from PubChem BioAssay.
FLuc inh counter: counter-screen for luciferase assay inhibitors: firefly luciferase inhibition. AID 1006. P08659. 200,000 compounds, 1.5% hits. ATPLite firefly luciferase biochemical luminescence, 10 min. inhibition, % at 10 µM;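 active = inhibition above about 50% when tested at 10 µM, limit read from the data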
FLuc stim CS: firefly luciferase counter-screen for stimulation assays | activation factor at 10 µM | ATPlite luciferase biochemical, luminescence, 10 min; 0 = ATP-free wells, 1 = DMSO control | P08659 | 200,000 tested, under 10 active;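 active = luciferase activation factor, scaled between plate controls, of at least 2 with compound at 10 µM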
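Material: Luciferase/luciferin reagent mix; Doses: test compounds dosed from 2 mM stocks in 100% DMSO; Schedule: 10 min incubation after luciferase reagent addition, room temperature; Measured by: luminescence from luciferase reaction; Read-out: luminescence gain marking luciferase activators.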
NF-kB neuron act: raises NF-kB expression in human neuronal cells; NF-kB reporter expression; stronger effect = higher value; fold change at 12.5 µM; 190,000 compounds, 1.6% hits; in the data active = fold change above about 3.3
TNAP inh no acc: TNAP (human) inhibition, acceptor-free conditions; P05186; purified TNAP, CDP-star luminescence, 30 min; inhibition, % at 20 µM; 200,000 compounds, 0.26% hits;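 active = tissue-nonspecific alkaline phosphatase inhibition above about 50% at 20 µM in the single-dose screen, limit read from the data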;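 also: 0% = DMSO negative control and 100% = EDTA positive control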
Target sequence (P05186 whole entry, looked up): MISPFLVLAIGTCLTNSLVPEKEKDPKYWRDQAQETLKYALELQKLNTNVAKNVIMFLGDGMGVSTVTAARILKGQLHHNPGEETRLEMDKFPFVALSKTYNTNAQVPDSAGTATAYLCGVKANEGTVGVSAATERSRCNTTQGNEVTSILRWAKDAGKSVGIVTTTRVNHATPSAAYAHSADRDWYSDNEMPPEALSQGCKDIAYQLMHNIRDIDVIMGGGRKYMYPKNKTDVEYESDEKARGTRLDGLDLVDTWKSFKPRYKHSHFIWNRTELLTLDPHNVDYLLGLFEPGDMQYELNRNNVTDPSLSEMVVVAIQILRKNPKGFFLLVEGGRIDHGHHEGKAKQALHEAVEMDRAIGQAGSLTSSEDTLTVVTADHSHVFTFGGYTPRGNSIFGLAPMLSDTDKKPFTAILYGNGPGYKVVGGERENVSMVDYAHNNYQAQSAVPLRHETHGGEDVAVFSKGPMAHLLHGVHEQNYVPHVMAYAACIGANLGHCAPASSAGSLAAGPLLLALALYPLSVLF
bIAP act: intestinal alkaline phosphatase (bovine) activation | purified bovine IAP, CDP-star luminescence, 30 min; stronger effect = higher value; fold of DMSO-control signal, blank-subtracted | activation factor at 20 µM | 200,000 compounds, 0.17% hits;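 active = activation factor of 2 or more at 20 µM, a signal rise over negative controls twice the positive control's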
TNAP inh hiacc: blocks human TNAP under high phosphate acceptor concentration; 200,000 compounds, 0.03% hits; inhibition, % at 20 µM; AID 1135; purified TNAP, CDP-star luminescence, 1 M DEA; P05186;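 active = over 50% inhibition of tissue-nonspecific alkaline phosphatase at 20 µM in the single-dose screen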;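 also: plate controls were DMSO wells for no effect and EDTA-quenched wells as full inhibition for full effect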
PMI act: phosphomannose isomerase (human) activation; P34949; purified human PMI, coupled resazurin fluorescence, 20 min; stronger effect = higher value; 1 = vehicle control, 0 substrate-free wells; activation factor at 20 µM; 190,000 compounds, 0.005% hits;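 active = activation factor of 2 or more at 20 µM, relative to plate controls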
Target sequence (P34949 whole entry, looked up): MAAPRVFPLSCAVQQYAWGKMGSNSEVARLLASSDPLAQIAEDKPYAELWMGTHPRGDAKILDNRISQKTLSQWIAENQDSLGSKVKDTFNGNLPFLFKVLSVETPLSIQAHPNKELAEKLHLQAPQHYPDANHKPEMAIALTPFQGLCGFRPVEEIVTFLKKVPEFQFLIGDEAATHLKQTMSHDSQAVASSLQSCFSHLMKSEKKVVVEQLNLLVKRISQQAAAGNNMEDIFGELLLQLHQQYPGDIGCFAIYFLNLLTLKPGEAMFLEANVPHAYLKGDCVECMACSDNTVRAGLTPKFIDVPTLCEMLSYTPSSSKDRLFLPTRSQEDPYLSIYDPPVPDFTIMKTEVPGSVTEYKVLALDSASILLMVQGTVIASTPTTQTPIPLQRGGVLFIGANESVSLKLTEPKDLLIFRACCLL
APP 5'UTR act: APP 5'UTR luciferase reporter activation | SH-SY5Y APP 5'UTR luciferase reporter, luminescence; zero percent = DMSO vehicle wells | activation, % at 2 µM | 190,000 compounds, 1% hits;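 active = activation above a set limit, based on mean plus 3 SD of controls, cut at about 140% in these data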; also: values of inactives mirror those of a sister screen read the other way
PMI act satM6P: increases human PMI activity with near-saturating mannose 6-phosphate; coupled PMI enzyme assay, resazurin fluorescence, 20 min; stronger effect = higher value; 1 = untreated enzyme, 0 = substrate-free blank; activation factor at 20 µM; 190,000 compounds, 0.34% hits;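 active = activation factor of 2 or more at 20 µM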
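Test system: human phosphomannose isomerase with PGI, G6PDH, diaphorase coupling enzymes / Doses: 20 µM compound, 1% DMSO / Times: enzyme reaction with compound 20 min at room temperature / Measured by: Diaphorase-driven resazurin-to-resorufin fluorescence, excitation 544, emission 590 nm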
TNAP act hi DEA: TNAP (human) activation, high acceptor | P05186 | purified TNAP, CDP-star luminescence, 1 M DEA, 30 min; stronger effect = higher value; 0 = EDTA background, 1 = DMSO-only activity | activation factor at 20 µM | 200,000 tested, under 10 active | AID 1136;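 active = activation factor at least 2 at 20 µM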
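system = human TNAP | amount = enzyme diluted 1/800 final | reagent = 100 µM CDP-star substrate | signal = luminescent substrate turnover signal | dosing = one dose, 20 µM | benchmarks = EDTA negative control, DMSO positive control | measure = activation factor | timing = 30 min reaction, room temperature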
Numbers without * were called inactive; x = not tested or not shown.

(1) COC(=O)CN1C(c2cccc(Cl)c2)=Nc2ccc(Cl)cc2C1c1ccccc1 (stereo not drawn)
(2) CCOC(=O)c1cc(-c2ccco2)nn1-c1ccc(C)cc1
(3) O=C(O)CCNS(=O)(=O)c1ccc(Oc2ccccc2Cl)cc1
(4) O=C(COc1ccccc1)N1CCN(C(=O)c2ccco2)CC1
(5) CCS(=O)(=O)Nc1ccc(C2=NN(C(C)=O)C(c3cccs3)C2)cc1 (stereo not drawn)
(6) Cc1c(-c2ccccn2)c(=O)[nH]n1-c1ccc(F)cc1
(7) Cc1cc(-c2ccc(N3CCOCC3)cc2)nc2ccccc12
(8) CCOC(=O)c1c(C)n(OCc2ccccc2)c2ccc3c(no[n+]3[O-])c12
(9) COc1ccc(NC(=O)CN2C(=O)c3ccccc3Sc3ccc(C(=O)N4CCOCC4)cc32)c(OC)c1
(10) COc1ccc(Cc2n[nH]c(=O)c3ccccc23)cc1OC

assay / entry	1	2	3	4	5	6	7	8	9	10
FLuc inh counter	-2	0	-4	3	-2	61*	71*	-3	-3	-2
FLuc stim CS	1	1	1	1	1	0.4	0.3	1	1	1
NF-kB neuron act	0.87	1.4	1.1	1.1	1.2	3.8*	2.9	1.3	0.55	0.95
TNAP inh no acc	-6	-9	-10	-4	-3	-55	-13	-8	-7	-4
bIAP act	0.8	1	1	1	1.1	0.8	0.8	0.9	1	1
TNAP inh hiacc	-1	1	-2	-3	7	-1	0	-3	-2	1
PMI act	0.8	1.1	1	1	0.7	0.9	0.8	1	0.9	1
APP 5'UTR act	10	9	-6	6	7	125	90	0	11	-7
PMI act satM6P	0.8	1.1	1	1	0.5	0.8	0.9	1	0.8	1
TNAP act hi DEA	1	1	1	1	0.9	1	1	1	1	1

(11) NNC(=O)c1ccc(CSc2cccc3cccnc23)cc1
(12) COc1ccc(OC)c(CNC(=O)Cc2c(C(=O)O)[nH]c3ccccc23)c1
(13) O=C(Nc1cccnc1)c1cc(-c2ccc(Cl)cc2)on1
(14) CCN1CCN(C(=O)CN(CCc2ccccc2)S(C)(=O)=O)CC1
(15) O=C(O)c1ccccc1N(Cc1ccccc1)C(=O)CO/N=C/c1ccccc1
(16) Cc1cc(C)cc(NC(=S)NCC2CCCO2)c1 (stereo not drawn)
(17) Cc1ccc2nc(-c3ccccc3N)[nH]c2c1
(18) COC(=O)c1ccc(-c2nc(-c3ccc(Br)o3)no2)cc1
(19) CCC(CC)C(=O)c1c[nH]c(C(=O)NN)c1
(20) COc1cc(CNCCc2c[nH]c3ccccc23)ccc1OCc1ccccc1F

assay / entry	11	12	13	14	15	16	17	18	19	20
FLuc inh counter	1	-6	27	-7	-8	-6	80*	9	-3	-5
FLuc stim CS	1	1.1	0.7	1.1	1.1	1.1	0.2	0.9	1	1.1
NF-kB neuron act	1.1	1.1	2.1	1.1	0.91	1.1	1.1	2.2	0.98	0.7
TNAP inh no acc	-3	-3	-15	-13	0	-12	-6	-3	-5	-10
bIAP act	1	1	1.1	1	0.8	1	1	1	1.1	1.1
TNAP inh hiacc	-1	-4	-3	-2	-1	-5	0	0	-1	-5
PMI act	1	1	1.1	1	1	1	0.9	0.9	1.1	0.9
APP 5'UTR act	22	5	11	x	-18	11	198*	4	-88	18
PMI act satM6P	1	0.9	1	1.1	1	1	0.8	0.9	1.1	0.9
TNAP act hi DEA	1	1	1	1	1	1	1	1	1	1.1

(21) CC(=O)c1c(C)[nH]c(C(=O)OCC(=O)NCCC(C)C)c1C
(22) CC(C)(C)NCCOc1ccc2ccccc2c1
(23) CS(=O)(=O)N(Cc1ccc(Cl)cc1)c1ccc(C(=O)N/N=C/c2cc3ccccc3nc2Cl)cc1
(24) COc1ccc(C(=O)Nc2nnc(CCS(=O)(=O)c3ccc(C)cc3)s2)cc1
(25) O=C(CN1C(=O)COc2ccc(Cl)cc21)Nc1ccc2c(c1)OCCO2
(26) Cc1ccccc1-c1nc2sc3c(c2c(=O)o1)CCC3
(27) Nc1nc(SCC(=O)NCc2ccc(F)cc2)[nH]c(=O)c1NC(=O)c1ccc(Cl)cc1
(28) CSc1ccccc1C(=O)Nc1ncc(C)s1
(29) CCCNC(=O)OC[C@H]1O[C@H](CCO/N=C/c2ccc(C(=O)N3[C@H](c4ccc(C)cc4)[C@@H](C)CC[C@H]3C(=O)OC)cc2)C=C[C@@H]1Oc1ccc(OC)cc1
(30) Cc1ccc(C)n1-c1sc2c(c1C#N)CCC(C)C2 (stereo not drawn)

assay / entry	21	22	23	24	25	26	27	28	29	30
FLuc inh counter	-6	2	1	2	-3	27	-8	-2	-5	2
FLuc stim CS	1.1	1	1	1	1	0.7	1.1	1	1	1
NF-kB neuron act	1.1	1.1	0.57	0.94	1.2	4*	0.96	1.2	0.71	1.2
TNAP inh no acc	-20	-4	-6	-7	-5	-11	-13	-15	-6	26
bIAP act	1	1	1	1	1	0.9	0.9	0.8	1.2	0.7
TNAP inh hiacc	-4	1	0	-1	-1	-6	2	-8	-2	-2
PMI act	1	1.1	0.9	1.1	0.8	1	0.8	1	1	1.1
APP 5'UTR act	-21	-7	20	1	-31	14	9	-8	6	-9
PMI act satM6P	1	1	1	1	0.9	1	1.1	1	1	1.1
TNAP act hi DEA	1	1	1	1	1	1.1	1	1.1	1	1

Six entries from above, set out differently.
item | molecule | FLuc inh counter | FLuc stim CS | NF-kB neuron act | TNAP inh no acc | bIAP act | TNAP inh hiacc | PMI act | APP 5'UTR act | PMI act satM6P | TNAP act hi DEA
25 | O=C(CN1C(=O)COc2ccc(Cl)cc21)Nc1ccc2c(c1)OCCO2 | -3 | 1 | 1.2 | -5 | 1 | -1 | 0.8 | -31 | 0.9 | 1
12 | COc1ccc(OC)c(CNC(=O)Cc2c(C(=O)O)[nH]c3ccccc23)c1 | -6 | 1.1 | 1.1 | -3 | 1 | -4 | 1 | 5 | 0.9 | 1
7 | Cc1cc(-c2ccc(N3CCOCC3)cc2)nc2ccccc12 | 71* | 0.3 | 2.9 | -13 | 0.8 | 0 | 0.8 | 90 | 0.9 | 1
21 | CC(=O)c1c(C)[nH]c(C(=O)OCC(=O)NCCC(C)C)c1C | -6 | 1.1 | 1.1 | -20 | 1 | -4 | 1 | -21 | 1 | 1
24 | COc1ccc(C(=O)Nc2nnc(CCS(=O)(=O)c3ccc(C)cc3)s2)cc1 | 2 | 1 | 0.94 | -7 | 1 | -1 | 1.1 | 1 | 1 | 1
15 | O=C(O)c1ccccc1N(Cc1ccccc1)C(=O)CO/N=C/c1ccccc1 | -8 | 1.1 | 0.91 | 0 | 0.8 | -1 | 1 | -18 | 1 | 1

Further records:
(31) COc1cc(C(=O)NNC2=NC(C)(C)Cc3cc(C)c(C)cc32)cc(OC)c1OC
(32) Cn1c(=O)[nH]c(=O)c2cc(C(=O)c3cc(F)ccc3O)cnc21
(33) CC(=O)Nc1ccc(S(=O)(=O)N2CCN(CCCOc3cc(C)ccc3C)CC2)cc1
(34) CSc1ccc(Cc2ccc(Cl)cc2Cl)nn1
(35) O=C(Cc1cccs1)Nc1ccccn1
(36) CCC(=O)Nc1cc(C(=O)NCC2CCCN2CC)c(OC)cc1N(C)C (stereo not drawn)
(37) CS(=O)(=O)N(CC(=O)Nc1ccccc1Sc1ccccc1)C1CCCCC1
(38) Cc1ccc(NC(=O)CSCC(=O)N2CCOCC2)cc1
(39) CCNc1nc(CN2CCCCC2)nc2scc(-c3ccccc3)c12
(40) O=S(=O)(c1ccc(NC(=S)NCCC(c2ccccc2)c2ccccc2)cc1)N1CCOCC1

assay / entry	31	32	33	34	35	36	37	38	39	40
FLuc inh counter	-4	-1	-7	19	-1	-8	4	-5	-5	0
FLuc stim CS	1	1	1.1	0.8	1	1.1	1	1.1	1	1
NF-kB neuron act	1.4	1	0.66	1.7	1.1	0.86	0.67	1.2	0.73	0.62
TNAP inh no acc	-25	-11	-8	-2	-12	-10	-15	-8	-21	-77
bIAP act	1	1	1.1	0.8	0.9	0.9	1.1	1	0.9	0.9
TNAP inh hiacc	0	5	-5	-4	-4	-2	-4	-2	-5	-13
PMI act	1	0.9	0.7	0.9	0.9	0.9	0.9	1	1	1
APP 5'UTR act	2	12	-6	8	2	-7	3	0	12	-3
PMI act satM6P	1.1	0.8	0.8	0.9	1	0.9	1	1	1	1
TNAP act hi DEA	1	1	1.1	1	1	1	1	1	1	1.1

Given field by field: part of the list above.
(35) O=C(Cc1cccs1)Nc1ccccn1
  FLuc inh counter = -1 | FLuc stim CS = 1 | NF-kB neuron act = 1.1 | TNAP inh no acc = -12 | bIAP act = 0.9 | TNAP inh hiacc = -4 | PMI act = 0.9 | APP 5'UTR act = 2 | PMI act satM6P = 1 | TNAP act hi DEA = 1

(36) CCC(=O)Nc1cc(C(=O)NCC2CCCN2CC)c(OC)cc1N(C)C (stereo not drawn)
  FLuc inh counter = -8 | FLuc stim CS = 1.1 | NF-kB neuron act = 0.86 | TNAP inh no acc = -10 | bIAP act = 0.9 | TNAP inh hiacc = -2 | PMI act = 0.9 | APP 5'UTR act = -7 | PMI act satM6P = 0.9 | TNAP act hi DEA = 1

(40) O=S(=O)(c1ccc(NC(=S)NCCC(c2ccccc2)c2ccccc2)cc1)N1CCOCC1
  FLuc inh counter = 0 | FLuc stim CS = 1 | NF-kB neuron act = 0.62 | TNAP inh no acc = -77 | bIAP act = 0.9 | TNAP inh hiacc = -13 | PMI act = 1 | APP 5'UTR act = -3 | PMI act satM6P = 1 | TNAP act hi DEA = 1.1

Following part
(41) O=C(c1nc2ccccc2s1)N1CCN(c2ccccn2)CC1
(42) COc1ccc(N2CCN(CC(O)COc3ccccc3[N+](=O)[O-])CC2)cc1 (stereo not drawn)
(43) CCC(=O)c1ccc(OCC(=O)O)cc1
(44) COc1ccc(S(=O)(=O)Oc2cccc(/C=N/N=C3/NC(=O)C(CC(=O)O)S3)c2)cc1 (stereo not drawn)
(45) Cc1nc2ccccc2cc1C(=O)N/N=C/c1ccc([N+](=O)[O-])cc1
(46) CCOC(=O)Cc1csc(NC(=O)C(C)c2ccc([N+](=O)[O-])cc2)n1 (stereo not drawn)
(47) COc1cc(C(=O)N(C)c2nnc(-c3cccnc3)s2)cc(OC)c1OC
(48) CCCc1cc(=O)n2[nH]c(NCc3ccccc3Cl)nc2n1
(49) CCOC(=O)c1nonc1NC(C)=O
(50) Cc1ccc(-c2c3c(=O)n(C)c(=O)n(C)c3cn2Cc2ccccn2)cc1
(51) COc1cc(S(=O)(=O)N2CCN(C)CC2)c(OC)cc1Br
(52) C1CCN(c2nc(N3CCCCC3)nc(N3CCNCC3)n2)CC1

assay / entry	41	42	43	44	45	46	47	48	49	50	51	52
FLuc inh counter	8	-4	-3	-3	-8	-6	-6	-3	-7	-7	-7	0
FLuc stim CS	0.9	1	1	1	1.1	1.1	1.1	1	1.1	1.1	1.1	1
NF-kB neuron act	1.5	1.2	1	1.1	1.2	0.89	1.4	1.4	0.97	1.1	1	1.2
TNAP inh no acc	-12	-11	-12	-5	-8	-5	-14	2	-7	-8	-7	3
bIAP act	0.8	0.9	0.9	0.9	1	1	1	1.1	1	0.9	1	1
TNAP inh hiacc	-2	-2	-3	-3	-3	-3	-8	-7	-2	0	-2	2
PMI act	1	1.2	1	1.1	1.1	0.9	1	1	1	1.4	0.9	0.9
APP 5'UTR act	14	-6	-13	3	-14	-13	12	0	-14	-3	-2	-6
PMI act satM6P	0.9	1.3	0.8	1	1.1	0.9	1	0.9	1	1.8	0.9	0.9
TNAP act hi DEA	1	1	1	1	1	1	1.1	1.1	1	1	1	1
